Screens from PubChem BioAssay.
ARNT TACC3 PPI = ARNT/TACC3 interaction disruption; Q9Y6A5; hit rate 0.66% among 390,000; AID 623870; inhibition, % at 9.99 µM; AlphaScreen His-ARNT PAS-B/GST-TACC3 binding, luminescence; TACC3 fragment carries E629A point mutation;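 active means mean inhibition of replicates at least 50% and at least half of replicates each reaching 50%; inconclusive means half or more replicates reach 50% but mean below 50%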;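 further: 0% = complete ARNT plus TACC3 wells and 100% = ARNT alone without TACC3; many hits fall short of the cut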
DENV2 CPE rescue = DENV2-induced cell death inhibition | DENV2-infected cells, cytopathic effect rescue, plate reader | CPE inhibition, % at 9.99 µM | hit rate 1.7% among 350,000; in the data active means CPE inhibition above about 20%, passing the limit was not always enough; inconclusive means no clear call, values can overlap the other calls; tested in BHK-21 cells;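 further: 0% = median of neutral control wells and 100% = median of positive control wells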
EWS-Fli block = inhibitors of EWS/Fli oncoprotein transcriptional activity; A673 NR0B1-luciferase reporter, viability-normalised; inhibition, % at 12.6 µM; hit rate 0.67% among 350,000;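 active means mean inhibition of at least 50% after viability correction, with every replicate also passing that limit; inconclusive means mean reaches 50% but only one of two replicates passes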;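 further: firefly luciferase signal divided by Alamar Blue viability fluorescence both relative to DMSO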
Casp6 inh = caspase-6 (human) enzyme inhibition. hit rate 0.53% among 350,000. purified caspase-6, Z-VEID-R110 cleavage fluorescence. AID 686996. P55212. inhibition, % at 12.5 µM;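 active means mean inhibition across replicates at least about 35%, with every replicate also reaching that limit, limit read from the data; inconclusive means only one of the two criteria met; inactive means neither criterion met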;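 further: 0% = median of neutral control wells and 100% = no fluorescence left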
Target sequence (P55212 24-179 limits assumed): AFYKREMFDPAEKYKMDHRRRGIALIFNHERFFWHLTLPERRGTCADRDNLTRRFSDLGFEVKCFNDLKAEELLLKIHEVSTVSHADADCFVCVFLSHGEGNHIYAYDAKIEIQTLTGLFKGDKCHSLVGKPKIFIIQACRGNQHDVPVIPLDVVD
Target sequence (P55212 194-293 limits assumed): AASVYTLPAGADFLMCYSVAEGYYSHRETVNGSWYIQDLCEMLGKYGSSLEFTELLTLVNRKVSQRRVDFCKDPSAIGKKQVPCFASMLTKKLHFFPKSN
LGR2 antag = blocks bursicon-induced cAMP signaling via Drosophila LGR2 | HEK293 LGR2, CRE-luciferase, bursicon-stimulated, 4 h | inhibition, % at 9.99 µM | hit rate 0.35% among 380,000 | AID 720647;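 active means drop in luminescence signal, shown as inhibition above about 50% in the replicate tests, limit read from the data, passing the limit was not always enough; inconclusive means probably only some replicates passing the limit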;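 further: agonist challenge used bursicon conditioned medium at about half maximal strength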
SIRT5 block = blocks human SIRT5 desuccinylation of peptide | hit rate 1.1% among 330,000 | Purified SirT5, succinyl-peptide AMC, trypsin-coupled fluorescence | Q9NXA8 | inhibition, % at 15 µM; in the data active means inhibition above about 15%; inconclusive means no clear call, values can overlap the other calls
Target sequence (Q9NXA8 whole entry, looked up): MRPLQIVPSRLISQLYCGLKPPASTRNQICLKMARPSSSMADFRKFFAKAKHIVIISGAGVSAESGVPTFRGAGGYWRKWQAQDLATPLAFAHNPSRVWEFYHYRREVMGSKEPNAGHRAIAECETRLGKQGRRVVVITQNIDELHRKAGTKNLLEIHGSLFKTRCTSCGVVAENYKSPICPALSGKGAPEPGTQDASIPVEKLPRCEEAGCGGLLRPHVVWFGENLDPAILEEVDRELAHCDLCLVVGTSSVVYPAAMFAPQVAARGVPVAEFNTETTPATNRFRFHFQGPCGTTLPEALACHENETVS
PAX8 reporter = inhibitors of PAX8 transcriptional activity in RMG-I cells | RMG-I TPO-luciferase reporter, SteadyGlo, 24 h | inhibition, % at 12.6 µM | hit rate 1.2% among 360,000 | AID 652154;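 active means mean replicate inhibition at least 60% with every replicate also reaching 60%; inconclusive means only one of the two criteria is met; inactive means mean below 60% and not all replicates reaching 60%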;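 further: luciferase light reporting Pax8 driven TPO promoter activity; plate controls were median of neutral control wells for no effect and mitoxantrone controls for full effect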
An asterisk follows results filed as active; ? = inconclusive; . = not tested or not shown; & = joins results of further samples.

Start of the data: the first 14 entries, ahead of the listing:
SMILES	ARNT TACC3 PPI	DENV2 CPE rescue	EWS-Fli block	Casp6 inh	LGR2 antag	SIRT5 block	PAX8 reporter
CO[C@@H]1CN(C)C(=O)c2ccc(NC(=O)Nc3cccc(F)c3)cc2OC[C@@H](C)N(C(=O)Nc2cccc(F)c2)C[C@H]1C	9	-10	-12	-1	12	1	.
COC(=O)c1ccc(NC(=O)CCCCCn2nnc3ccccc3c2=O)cc1	2	8	7	1	8	1	4
CC(C)Sc1nc(N)nc2c1ncn2C1OC(CO)C(O)C1O (stereo unspecified)	-30	-4	-2	0	4	-3	8
C[C@H]1CN([C@@H](C)CO)C(=O)c2cc(NS(C)(=O)=O)ccc2O[C@H]1CN(C)Cc1ccc(C(F)(F)F)cc1	3	2	9	2	2	-2	-3
COC(=O)c1ccc(NC(=O)Cn2nc(C)cc2C)cc1	-5	-5	2	2	10	0	10
C[C@@H]1CN([C@H](C)CO)S(=O)(=O)c2ccc(C#CC(C)(C)O)cc2O[C@@H]1CN(C)Cc1ccncc1	0	4	1	5	0	3	.
CC(C)(C)NC(=O)c1cnn(-c2ccccc2)c1NC(=O)c1ccccc1	-1	.	.	-3	0	.	.
Cc1ccc(NC(=O)CSc2nnc(Cc3csc(C)n3)o2)cc1	20	-1	-15	1	-20	-3	-23
CCN1CCN(C(c2ccccc2)c2nnnn2C(C)(C)C)CC1 (stereo unspecified)	.	3	-5	-2	-2	2	-5
CCCNC(=O)N1CC2(CCN(CC3CC3)CC2)c2c([nH]c3cc(OC)ccc23)[C@@H]1CO	.	24*	3	-5	3	5	-17
CC(=O)c1cccc(NC(=O)c2cccc3c(-c4cccnc4)coc23)c1	.	2	17	1	27	-4	-5
O=C(Cc1cccc(NC(=O)C2CCN(C(=O)c3ccccc3)CC2)c1)Nc1cccc(C(=O)N2CCCC2)c1	4	17	6	2	16	4	-8
Cc1cc(NC(=O)c2cccc(S(=O)(=O)N3CCOCC3)c2)c2ccccc2n1	9	.	.	2	-7	-1	.
C[C@@H]1CN([C@H](C)CO)S(=O)(=O)c2ccc(C3=CCCC3)cc2O[C@H]1CN(C)Cc1ccccn1	17*	-2	1	1	-20	5	-64

All compounds of this part, previewed entries included:
SMILES	ARNT TACC3 PPI	DENV2 CPE rescue	EWS-Fli block	Casp6 inh	LGR2 antag	SIRT5 block	PAX8 reporter
CO[C@@H]1CN(C)C(=O)c2ccc(NC(=O)Nc3cccc(F)c3)cc2OC[C@@H](C)N(C(=O)Nc2cccc(F)c2)C[C@H]1C	9	-10	-12	-1	12	1	.
COC(=O)c1ccc(NC(=O)CCCCCn2nnc3ccccc3c2=O)cc1	2	8	7	1	8	1	4
CC(C)Sc1nc(N)nc2c1ncn2C1OC(CO)C(O)C1O (stereo unspecified)	-30	-4	-2	0	4	-3	8
C[C@H]1CN([C@@H](C)CO)C(=O)c2cc(NS(C)(=O)=O)ccc2O[C@H]1CN(C)Cc1ccc(C(F)(F)F)cc1	3	2	9	2	2	-2	-3
COC(=O)c1ccc(NC(=O)Cn2nc(C)cc2C)cc1	-5	-5	2	2	10	0	10
C[C@@H]1CN([C@H](C)CO)S(=O)(=O)c2ccc(C#CC(C)(C)O)cc2O[C@@H]1CN(C)Cc1ccncc1	0	4	1	5	0	3	.
CC(C)(C)NC(=O)c1cnn(-c2ccccc2)c1NC(=O)c1ccccc1	-1	.	.	-3	0	.	.
Cc1ccc(NC(=O)CSc2nnc(Cc3csc(C)n3)o2)cc1	20	-1	-15	1	-20	-3	-23
CCN1CCN(C(c2ccccc2)c2nnnn2C(C)(C)C)CC1 (stereo unspecified)	.	3	-5	-2	-2	2	-5
CCCNC(=O)N1CC2(CCN(CC3CC3)CC2)c2c([nH]c3cc(OC)ccc23)[C@@H]1CO	.	24*	3	-5	3	5	-17
CC(=O)c1cccc(NC(=O)c2cccc3c(-c4cccnc4)coc23)c1	.	2	17	1	27	-4	-5
O=C(Cc1cccc(NC(=O)C2CCN(C(=O)c3ccccc3)CC2)c1)Nc1cccc(C(=O)N2CCCC2)c1	4	17	6	2	16	4	-8
Cc1cc(NC(=O)c2cccc(S(=O)(=O)N3CCOCC3)c2)c2ccccc2n1	9	.	.	2	-7	-1	.
C[C@@H]1CN([C@H](C)CO)S(=O)(=O)c2ccc(C3=CCCC3)cc2O[C@H]1CN(C)Cc1ccccn1	17*	-2	1	1	-20	5	-64
Cc1ccnc(N2CCCC(C(=O)NC3CC3)C2)n1 (stereo unspecified)	-3	?	-6	2	6	-2	-10
CNC(=O)c1sc(N2N=C3/C(=C/c4ccccc4)CCCC3C2c2ccccc2)nc1C (stereo unspecified)	-11	5	25	-3	21	9	.
CC(C)(C)C(=O)c1c(N)[nH]c(C(=O)c2ccccc2)c1-c1ccc(Cl)cc1Cl	.	8	-5	0	9	-4	-7
O=C(Cc1ccccn1)NCC[C@H]1CC[C@H](NS(=O)(=O)c2ccc(F)cc2)[C@@H](CO)O1	20	-6	-1	0	10	-3	38
CC(C)(C)NC(=O)C1c2ccccc2OCC(=O)N1Cc1ccccc1 (stereo unspecified)	.	19	6	2	8	.	-7
O=C(O)C(c1ccccc1)C1CCCCC1O (stereo unspecified)	-20	8	-11	-2	20	1	-3
CCS(=O)(=O)Nc1ccc2c(c1)C(=O)N(C)C[C@H](OC)[C@@H](C)CN(CC1CCCC1)[C@@H](C)CO2	-22	.	-4	.	0	.	-1
O=C(C[C@H]1C[C@@H]2c3cc(NC(=O)Cc4ccncc4)ccc3O[C@@H]2[C@H](CO)O1)NCc1ccc(-c2ccccc2)cc1	3	-1	17	-1	-8	11	0
COc1ccc(Cc2nnc(NS(=O)(=O)c3ccccc3)s2)cc1	-5	5	12	4	11	-4	-10
COc1ccc(CN(C)C[C@@H]2Oc3ccc(NC(=O)Cn4cnnn4)cc3C(=O)N([C@@H](C)CO)C[C@H]2C)cc1	54*	-1	.	0	32	2	-6
CN(C)C(CNC(=O)C1CCN(S(=O)(=O)c2cccc(Cl)c2Cl)CC1)c1ccccc1 (stereo unspecified)	-5	-1	1	-63	-6	-5	17
Cc1ccc(S(=O)(=O)N(C)C[C@H]2OCCCC[C@@H](C)Oc3ccc(NC(=O)Nc4ccc(F)cc4)cc3C(=O)N([C@H](C)CO)C[C@H]2C)cc1	-8	4	-6	0	-8	-6	6
COc1cccc(S(=O)(=O)N(C)C[C@@H]2Oc3cc(C#CCN(C)C)ccc3S(=O)(=O)N([C@H](C)CO)C[C@@H]2C)c1	-2&-5	-10&1&-4	9&7&22	3&-5&-8	-5&-7	-3&-2	-6
Cc1cc(C)c(OCC(=O)Nc2ccccc2N2CCCCC2)c(C)c1	.	-8	3	0	-1	-2	1
CCCCc1c(-c2ccccc2OC)ncn1Cc1ccc(Br)cc1	.	-10	7	3	21	0	-6
CC(=O)NC(c1ccco1)c1cc(Cl)c2ccccc2c1O (stereo unspecified)	6	.	-2	7	-26	-5	4
CC(C)C(=O)Nc1ccc2c(c1)C(=O)N(C)[C@@H]1CC[C@@H](CC(=O)NCc3cccc(F)c3)O[C@@H]1CO2	-3	9	-1	.	11	.	-1
COc1ccc(Nc2nc(N)nc(CSC(=S)N3CCCCC3C)n2)cc1 (stereo unspecified)	6	-2	-27	4	-25	5	-24
CC(C)Cc1nc(C(N)=O)c2[nH]c(=O)n(-c3ccc(F)cc3)c2n1	-6	10	3	1	2	-1	1
C[C@H](CO)N1C[C@H](C)[C@H](CN(C)Cc2ccccc2)Oc2c(NC(=O)Nc3ccc(C(F)(F)F)cc3)cccc2C1=O	-2	-7	-8	.	-6	1	.
C[C@@H]1CCCCO[C@@H](CN(C)S(=O)(=O)c2ccccc2)[C@H](C)CN([C@@H](C)CO)C(=O)c2cc(NC(=O)CCC(F)(F)F)ccc2O1	-6	7	-1	-3	8	3	-1
CNC[C@H]1Oc2ccc(NS(=O)(=O)c3c(C)noc3C)cc2CC(=O)N([C@H](C)CO)C[C@@H]1C	.	3	-6	0	15	4	-12
COc1ccc(NC(=O)CC2SC(N3CCCCC3)=NC2=O)cc1OC (stereo unspecified)	0	?	-12	-2	5	-3	7
CCOc1cc(C(N)=O)cc(Br)c1OCC	-10	0	-3	-2	18	5	.
CCC(C(=O)Nc1ccc2[nH]ncc2c1)c1ccccc1 (stereo unspecified)	3	-5	13	0	1	-2	-9
O=C(NN1CCOCC1)c1cccc(F)c1	-12	9	3	2	7	-2	-2
O=C(N/C(=C\c1ccc(Br)cc1)C(=O)N1CCCC1)c1cccs1	-3	-1	2	2	-9	1	-7
CCOc1ccc(CCNC(=O)CN2C(=O)NC3(CCCCC3)C2=O)cc1OCC	-1	-7	-10	1	8	-7	2
CCNC(=S)N(Cc1ccco1)Cc1cc2cc3c(cc2[nH]c1=O)OCCO3	-4	.	.	.	-4	.	10
CN(C)S(=O)(=O)c1cccc(C(=O)Nc2cc3c(cc2C(=O)O)OCCCO3)c1	10	-4	16	2	10	13	17
COc1ccccc1/C=C1\SC(=S)N(NS(=O)(=O)c2ccc(C)cc2)C1=O	3	-3	4	9	20	1	10
C[C@H](CO)N1C[C@H](C)[C@@H](CN(C)Cc2ccncc2)OCc2ccccc2-c2c(n(C)c3ccccc23)C1=O	-5	-1	3	1	-12	-5	.
COC(=O)c1sccc1NC(=O)CC1C(=O)NCCN1C(=O)c1ccc(C)c(C)c1 (stereo unspecified)	-3	-4	6	2	-2	-7	3
Cc1nnc(Cc2ccccc2)c2n[nH]c(C)c12	.	2	3	-3	1	-3	-5
Cc1cn([C@H]2C[C@H](O)[C@@H](CCC(=O)NCCc3c[nH]c4ccccc34)O2)c(=O)[nH]c1=O	-1	16	12	4	.	-1	6
CCCC(=O)Nc1cc(OC)c(C(=O)OC)cc1Cl	.	8	1	0	27	-1	-9

More compounds follow:
SMILES	ARNT TACC3 PPI	DENV2 CPE rescue	EWS-Fli block	Casp6 inh	LGR2 antag	SIRT5 block	PAX8 reporter
COC(=O)C1=C(C)N(Cc2ccccc2C(F)(F)F)C(=NCc2ccc(C(F)(F)F)cc2)NC1c1ccc(F)cc1 (stereo unspecified)	.	-5	3	-1	-7	-5	3
CCOc1ccc(-c2cc(C(=O)NCCCn3ccnc3)c3cc(Br)ccc3n2)cc1	-11	-8	.	-3	-5	-3	0
CCCC(O)(c1ccc(Br)cc1)C(CN1CCOCC1)c1ccc(Cl)cc1 (stereo unspecified)	2	5	11	-1	13	3	6
COc1ccc(-c2noc(Cn3cc(S(=O)(=O)N4CCCC4)ccc3=O)n2)cc1	3	1	1	6	3	22*	4
COC(=O)N(C)C[C@H]1OCc2cn(nn2)CCCC(=O)N([C@@H](C)CO)C[C@@H]1C	-3	-7&-9	-9&3	-18&-10	6	-12&-5	35&-7
C[C@H]1CN([C@@H](C)CO)C(=O)c2cccc(NC(=O)NC3CCCCC3)c2O[C@@H]1CN(C)Cc1ccncc1	-2	-4	3	-3	-11	-2	-2
CN(C)c1ncc(C(=O)O)cn1	-2	.	.	3	8	-4	8
Cc1cc2cc(CN(CC3CCCO3)C(=S)NCc3ccco3)c(=O)[nH]c2cc1C (stereo unspecified)	.	.	3	-2	16	2	34
COc1ccc(NC(=O)CSc2nnc(Cc3ccccc3)o2)c(OC)c1	-8	6	9	-1	5	-3	.
